FLuc modulator: inhibits or activates purified firefly luciferase, miR-21 counter-screen; P08659; purified FLuc, Km substrates, luminescence inhibition; Potency, µM (titrated, usually from 57.5 µM), without a hit: top-dose activity change, negative = inhibition, usual class: inhibitors; 360,000 tested, 6.9% active; AID 588342; active means well fitted inhibition curve with a large enough effect; inconclusive means small, poorly fitted or top-dose-only effect;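 further: plate controls were vehicle for no effect and reference inhibitor for full effect; nearly all actives have a fitted effect of over 55% in size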
Target sequence (P08659 whole entry, looked up): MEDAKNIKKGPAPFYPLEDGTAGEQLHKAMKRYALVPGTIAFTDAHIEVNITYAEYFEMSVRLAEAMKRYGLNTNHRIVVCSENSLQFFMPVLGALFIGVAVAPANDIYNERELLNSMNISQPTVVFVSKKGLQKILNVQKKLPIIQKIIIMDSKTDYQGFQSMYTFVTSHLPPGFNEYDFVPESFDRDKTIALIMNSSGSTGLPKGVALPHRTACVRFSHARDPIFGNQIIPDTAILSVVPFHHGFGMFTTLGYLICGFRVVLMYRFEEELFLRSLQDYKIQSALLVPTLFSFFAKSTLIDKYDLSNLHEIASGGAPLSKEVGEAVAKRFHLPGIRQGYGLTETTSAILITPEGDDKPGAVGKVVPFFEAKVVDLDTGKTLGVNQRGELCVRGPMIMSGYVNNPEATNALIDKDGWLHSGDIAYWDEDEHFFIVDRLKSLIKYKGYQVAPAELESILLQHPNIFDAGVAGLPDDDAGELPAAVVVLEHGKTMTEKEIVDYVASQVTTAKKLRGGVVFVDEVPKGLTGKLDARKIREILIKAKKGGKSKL
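Biochemical qHTS of compounds, final roughly 60 µM downward over six points, against 10 nM purified firefly luciferase using Km concentrations of substrates (10 uM D-luciferin, 10 uM ATP) in Tris acetate pH 7.5 buffer; luminescence output.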
An asterisk follows results filed as active; u = inconclusive; [ ] = another dose, or the depositor's remark. Potency means the concentration at half of the fitted maximal effect.

SMILES	FLuc modulator
Cc1ccc(-c2nc3sc(CCNC(=O)c4ccc(Br)o4)c(C)n3n2)cc1	11µM*
COc1cccc(CCNc2ncnc3c2nnn3C)c1	-6%
COc1ccc(N2CCN(c3ncnc4onc(-c5ccc(F)cc5)c34)CC2)cc1	-4%
C#CCn1c(C2CC(=O)N(c3ccc(OCC)cc3)C2)nc2ccccc21 (centres undefined)	6%
Cc1cccc(C(=O)Nc2nc3c(s2)CCCC3)c1	1.3µM*
CCOC(=O)c1ccccc1NC(=O)CSc1nc2cn(CC)nc2c(=O)n1Cc1ccc(Cl)cc1	-17%
CSc1nn(Cc2cccc(F)c2)c(N(C(C)=O)C(C)=O)c1S(=O)(=O)c1ccccc1	-16%
COc1cccc(CNC(=O)C2CCN(c3nc4ccc(Cl)cc4[nH]3)CC2)c1	u
O=C(NCc1ccco1)c1ccc2c(c1)N(Cc1ccc(Cl)cc1)C(=O)c1ccccc1S2(=O)=O	-2%
CCCSc1nc2c(c(=O)[nH]1)C(c1ccc(O)c(OCC)c1)CC(=O)N2 (centres undefined)	-15%
CCC(NC(=O)Nc1cccc(C)c1)c1c(-n2cccc2)sc2c1CCN(C)C2 (centres undefined)	-1%
COc1cc(OC)c(NC(=O)NCCn2nnc3cc(S(=O)(=O)N(C)C)ccc32)cc1Cl	-2%
Cc1ccc(NC(=O)c2cc(S(=O)(=O)N3CCC4(CC3)OCCO4)ccc2F)cc1Cl	-8%
COc1ccc(CNC(=O)CSc2ncc(S(=O)(=O)c3ccc(C)c(Cl)c3)c(=O)[nH]2)cc1	u
COc1ccccc1-c1csc(N2CCC(C(N)=O)CC2)n1	u
Cc1ccccc1C(=O)N(Cc1nc(-c2ccc(Cl)cc2)no1)C(C)C	-7%
COc1ccc2occ(CC(=O)Nc3ccc(S(=O)(=O)Nc4nc(C)cc(C)n4)cc3)c2c1	u
CCOc1ccc(CCNC(c2nnc(-c3ccccc3)o2)c2ccccc2Cl)cc1OCC (centres undefined)	6%
Cn1c(=O)c2c(SCC(=O)N3CCc4ccccc43)nc(-c3cccc(F)c3)nc2n(C)c1=O	0%
Cc1c(CNC2CCCCCC2)c(C(=O)O)c(C)n1Cc1cccc(Cl)c1	-6%
Cc1ccccc1OCC(=O)OCc1cc(=O)n2nc(C3CC3)sc2n1	4%
CCOC(=O)c1nc(Nc2ccccc2OC)c2ccccc2n1	1%
COc1cc2[nH]c(=O)n(Cc3ccc(C(=O)N4CCN(c5cccc(C)c5C)CC4)cc3)c(=O)c2cc1OC	-5%
COc1ccc(OCc2ccc(-c3nc(C#N)c(N4CCC(C)CC4)o3)o2)cc1	-7%
Cc1cccc(N(C)c2nc3ccc(C(=O)c4ccccc4)cc3n3c(C)nnc23)c1	-4%

Given with each value named: part of the list above
COc1ccc(CNC(=O)CSc2ncc(S(=O)(=O)c3ccc(C)c(Cl)c3)c(=O)[nH]2)cc1
  FLuc modulator: u
COc1ccccc1-c1csc(N2CCC(C(N)=O)CC2)n1
  FLuc modulator: u
Cc1ccccc1C(=O)N(Cc1nc(-c2ccc(Cl)cc2)no1)C(C)C
  FLuc modulator: -7%
COc1ccc2occ(CC(=O)Nc3ccc(S(=O)(=O)Nc4nc(C)cc(C)n4)cc3)c2c1
  FLuc modulator: u

(further entries)
SMILES	FLuc modulator
CCc1ccc(-n2nc(CO)c(C(=O)NCc3ccccc3Cl)n2)cc1	u
COc1ccc(CCNC(=O)C2=C(C)C(=O)OC23CCCCC3)c(OC)c1OC	2%
COC(=O)c1ccc(C2C=C(c3ccc(Cl)cc3)Nc3nc4ccccc4n32)cc1 (centres undefined)	6.7µM*
Cc1cccc(NC(=O)Cn2c(=O)n(CCCCCC(=O)NCc3ccccc3)c(=O)c3sccc32)c1	-2%
CCc1cccc(C)c1NC(=O)CCCn1nc(C)c2sc3ccccc3c2c1=O	-11%
Cc1ccc(NC(=O)C2CCCN2S(=O)(=O)c2cccc3nsnc23)c(C)c1 (centres undefined)	-1%
CCc1ccccc1Nc1nn2c(=O)c3ccc(C(=O)NC4CCCCC4)cc3nc2s1	-3%
CCn1cc(C(=O)NCc2ccc(C)cc2)c(=O)c2cc(S(=O)(=O)N3CCC(C)CC3)ccc21	-3%
N#Cc1cccc(NC(=O)c2cc3c(s2)-c2ccc(Cl)cc2SC3)c1	-6%
COc1ccc(CCNC(=O)Cc2c(C)c3cc(OC)c(OC)cc3oc2=O)cc1	0%
O=C(O)c1ccc(NC(=O)c2ccc(Cl)c(S(=O)(=O)N3CCCCCC3)c2)cc1	u
CC(C)c1ccc(NC(=O)Cn2c(=O)n(CC3CCC(C(=O)NCCc4ccccc4)CC3)c(=O)c3ccccc32)cc1 (centres undefined)	-1%
Cc1cc(=O)[nH]c2nnc(SCc3ccc(F)cc3)n12	-2%
O=C(NCCc1ccccc1)c1ccc(Cn2c(SCc3ccccc3)nc3cccnc32)cc1	6µM*
Cc1ccc(C)c(N(C)C(=O)c2cc3c(s2)-c2ccccc2OC3)c1	-19%
CCOc1ccc(NC(=O)CSc2nnc3scc(-c4ccccc4)n23)cc1	-16%
COc1ccc(NC(=O)CSc2nnc(-c3ccc(C)cc3)o2)cc1	0%
COc1ccc(CNC(=O)c2cc3oc4ccccc4c3n2C)cc1OC	-12%
CCCOc1ccc(C(=O)N(Cc2ccccc2Cl)C2CCS(=O)(=O)C2)cc1 (centres undefined)	2%
CCOc1ccc(NC(=O)COc2ccc(S(=O)(=O)NC3CCCCC3)cc2)cc1	-13%
CC(C)Cc1nn2c(=O)cc(COC(=O)c3cccc(NS(C)(=O)=O)c3)nc2s1	-3%
Cc1ccc(-c2onc(C)c2C)cc1S(=O)(=O)NCc1ccco1	0%
Cc1nc2ccccn2c(=O)c1NC(=O)c1ccc(F)c(F)c1	4%
Cc1ccc2c(CC(=O)Nc3c(C(=O)c4ccc(F)cc4)oc4ccccc34)coc2c1	-5%
CCCN1CCN(CCCNC(=O)c2ccc3c(c2)sc2nc(-c4ccc(OC)cc4)cn23)CC1	-5%

Individual results from the entries so far:
`Cc1ccc(-c2nc3sc(CCNC(=O)c4ccc(Br)o4)c(C)n3n2)cc1` in FLuc modulator → 11µM*
`Cc1cccc(C(=O)Nc2nc3c(s2)CCCC3)c1` in FLuc modulator → 1.3µM*
`Cc1ccccc1C(=O)N(Cc1nc(-c2ccc(Cl)cc2)no1)C(C)C` in FLuc modulator → -7%
`CCCSc1nc2c(c(=O)[nH]1)C(c1ccc(O)c(OCC)c1)CC(=O)N2` (centres undefined) in FLuc modulator → -15%
`O=C(NCCc1ccccc1)c1ccc(Cn2c(SCc3ccccc3)nc3cccnc32)cc1` in FLuc modulator → 6µM*

Continued:
SMILES	FLuc modulator
COc1ccc(-n2nc(C(=O)Nc3ccc(C(C)=O)cc3)nc2-c2ccccc2)cc1	-3%
CCOc1ccccc1CC1C(=O)Nc2ccc(Br)cc21 (centres undefined)	-17%
Cc1cc(C(=O)Nc2cccc(C)c2C)c2c(C)nn(-c3cccc(F)c3)c2n1	3%
Cc1cccc(NC(=O)CCc2c(C)nc3c(c(C)nn3C(C)(C)C)c2C)c1C	-13%
CCOc1ccccc1NC(=O)CCc1c(C)nn(-c2ccc(N3CCOCC3)nn2)c1C	-13%
CC(C)Oc1ccc(CNC(=O)c2ccc3c(c2)N(C)C(=O)C2CCCCN32)cc1 (centres undefined)	-15%
CC(C)OC(=O)c1c(NC(=O)c2cccc(C(F)(F)F)c2)sc2c1CCCC2	4%
CCC(=O)Nc1nnc2n1CCS2	1%
Cc1ccc(C)c(N2CCN(c3nc4ccccc4c4nc(-c5cccnc5)nn34)CC2)c1	-1%
Cc1ccc2nc(-c3ccc(Cl)c(NC(=O)c4ccc(Br)o4)c3)oc2c1	u
CCOc1ccc2oc(=O)cc(CN3CCN(c4ccccc4)CC3)c2c1	-10%
COc1ccc(Nc2ncnc3c2nc2n3CCCC2)cc1Cl	19µM*
Cc1ccc(/C=C/c2onc(C)c2S(=O)(=O)N2CCC(C(=O)NCc3ccc(C)o3)CC2)cc1	-8%
Cc1ccccc1CN1CCC(CNC(=O)c2cc3ccc4cccnc4c3[nH]2)CC1	-5%
Cc1ccc(C)c(NC(=O)c2cnn(-c3cccc(F)c3)c2C2CCN(C(=O)OC(C)(C)C)CC2)c1	-5%
COc1ccc(NC(=O)Cn2c(=O)n(CCc3ccccc3)c(=O)c3ccccc32)cc1	5%
CC(=O)N1CCc2c(sc3c2c(=O)n(Cc2ccccc2)c(=O)n3CC(=O)Nc2ccc(C)c(F)c2)C1	-1%
COc1ccccc1CNC(=O)C(=O)NCC(c1ccco1)S(=O)(=O)c1ccc(C)cc1 (centres undefined)	-8%
Cc1ccc(-c2nc(N3CCN(c4ccccc4Cl)CC3)c3ccccc3n2)cc1	-1%
CCOC(=O)CCc1c(C)nc2cc(-c3cc(OC)cc(OC)c3)[nH]n2c1=O	1%
Cc1ccccc1-c1noc(-c2ccc(N3CCN(c4ccccc4)CC3)c([N+](=O)[O-])c2)n1	u
CCOC(=O)c1cc(-c2ccc(C)cc2)n(CC(=O)Nc2ccccc2F)c1C	-2%
O=C(CSc1nc2ccccc2nc1Cc1ccccc1)N1CCCCC1	-18%
CCOc1ccc(NC(=O)c2c(NCc3cccnc3)sc3c2CCC(C)C3)cc1 (centres undefined)	-20%
CC(C)C(=O)Nc1cccc(C(=O)Nc2nnc(C(F)(F)F)s2)c1	17µM*

Part of the list above, set out differently.
Molecule | FLuc modulator
Cc1ccc(/C=C/c2onc(C)c2S(=O)(=O)N2CCC(C(=O)NCc3ccc(C)o3)CC2)cc1 | -8%
Cc1ccccc1CN1CCC(CNC(=O)c2cc3ccc4cccnc4c3[nH]2)CC1 | -5%

More compounds:
SMILES	FLuc modulator
Cc1ccc(-n2ncc(C(=O)NCc3ccccc3C)c2-n2cccc2)cc1	-19%
CCOc1ccccc1C(=O)N1CCc2cc(OC)c(OC)cc2C1COc1ccc(OC)cc1 (centres undefined)	4%
Cn1cnc(S(=O)(=O)N2CCCC(C(=O)Nc3ccc(F)cc3Cl)C2)c1 (centres undefined)	1%
COc1ccc2nc3sc(C(=O)Nc4cc(Cl)c(OC)cc4OC)cc3cc2c1	-10%
COc1ccc(OC)c(CCNc2ncnc3onc(C)c23)c1	-14%
CCOc1ccc(NC(=O)Cn2c(=O)n(Cc3ccc(C(=O)NCc4ccc5c(c4)OCO5)cc3)c(=O)c3ccccc32)cc1	-1%
CC(C)c1cc(-c2nc(-c3ccccc3)no2)n[nH]1	1.7µM*
Cc1nn(C(C)C(=O)NC2CCC(C)CC2)c(=O)c2c1sc1ccccc12 (centres undefined)	u
COc1ccc(C)cc1NC(=O)c1ccc2c(c1)CCN2S(=O)(=O)c1ccc(Cl)cc1	-2%
COc1cccc(-n2cc(C(=O)Nc3cc(OC)c(OC)c(OC)c3)c3ccccc3c2=O)c1	-1%
CCOC(=O)C1CCN(C(=O)c2ccc3c(c2)sc2nc(-c4ccc(OCC)cc4)cn23)CC1	1%
COc1ccc(C(=O)Nc2nc3ccc(S(=O)(=O)N4CCCC4)cc3s2)cc1	u
COc1ccc(-c2nnc(SCC(=O)NCCc3ccccc3)nc2-c2ccc(OC)cc2)cc1	-4%
CCOC(=O)C1=C(CN2CCN(c3ccc(Cl)cc3)CC2)NC(=O)NC1c1ccc(F)cc1 (centres undefined)	2%
CCOC(=O)c1cc(-c2ccc(C)cc2)n(CCC(=O)NCc2ccccc2)c1C	4%
Cc1nc2cc(-c3cccc(F)c3)nn2c(C)c1CCC(=O)N1CCN(c2ccc(F)cc2)CC1	-13%
CCCn1c2ccccc2c2cnn(CC(=O)N(C)c3ccccc3CC)c(=O)c21	u
CCCc1nnc(SCc2cc(=O)c3c(C)cc(C)cc3[nH]2)n1C	-7%
CC1CCN(S(=O)(=O)c2ccc3c(ccc(=O)n3CC(=O)NCc3ccccc3Cl)c2)CC1	-2%
O=C(Nc1ccc(OC(F)(F)F)cc1)C(NS(=O)(=O)c1cccc2nsnc12)c1ccccc1 (centres undefined)	u
Cc1cccc(NC(=O)c2cc3c(=O)n4ccccc4nc3n2C)c1C	-7%
CCOC(=O)c1c(SCC(=O)Nc2nc3ccccc3s2)nc(=O)[nH]c1C	u
Cc1ccc(C)c(N2CCN(CCCNC(=O)c3cnn(-c4ccccc4Cl)c3C3CCN(C(=O)OC(C)(C)C)CC3)CC2)c1	4%
CS(=O)(=O)N1CCc2cc(C(=O)Nc3ccc(S(N)(=O)=O)cc3)ccc21	-8%
CC1=C(C(=O)Nc2cccnc2)C(c2cccc(O)c2)n2nc(SCc3ccccc3)nc2N1 (centres undefined)	1%

More structures follow.
SMILES	FLuc modulator
Cc1ccc(C(C)C)c(OCC(=O)Nc2cccc(NC(=O)c3ccco3)c2)c1	-17%
COc1ccc(NC(=O)Nc2cc(-c3cn4cccnc4n3)ccc2C)cc1	3%
Cc1ccc(C)c(N2CCN(C(c3ccccc3)c3nnc(-c4ccccc4)o3)CC2)c1 (centres undefined)	0%
COC(=O)CSc1nnc2n(-c3ccccc3)c(=O)c3c4c(sc3n12)COC(C(C)C)C4 (centres undefined)	-5%
COc1ccc(CCNCc2c(C(=O)O)c(C)n(Cc3ccccc3C)c2C)c(OC)c1	-3%
Cc1cc2oc(C(=O)Nc3sc4c(c3C(=O)NCc3ccccc3)CCCC4)cc(=O)c2cc1C	-3%
Cc1ccc(NC(=O)C2CCN(c3nn4cc(-c5ccc(C)cc5)nc4s3)CC2)cc1	32%[activator]
Cc1ccc2c(c1)C(=O)OC(C(=O)Nc1ncc(Cc3ccc(C(C)C)cc3)s1)C2 (centres undefined)	3%
COc1ccc(-c2cc(C(=O)Oc3ccc(C#N)cc3)no2)cc1	-9%

No new results follow: entries from further up.
SMILES	FLuc modulator
Cc1ccc(C(C)C)c(OCC(=O)Nc2cccc(NC(=O)c3ccco3)c2)c1	-17%
COc1ccc(NC(=O)Nc2cc(-c3cn4cccnc4n3)ccc2C)cc1	3%

Some of the compounds tested (hit frequency here may not be typical).
